ERp5 block: inhibitors of human ERp5; Q15084; ERp5 insulin aggregation, absorbance 650 nm, 90 min; inhibition, % at 9.99 µM; 0.05% of 350,000 active; AID 651711;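 active means mean replicate inhibition above about 25%, with every replicate also reaching it, limit read from the data, passing the limit was not always enough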
E-sel inducer: E-selectin induction on HUVECs. 0.37% of 260,000 active. P16581. AID 686992. activation, % at 7.58 µM. HUVEC E-selectin immunofluorescence imaging; normalized: neutral wells 0, TNF-alpha wells 100;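 active means mean E-selectin-positive cell signal at least 10% of the positive control, reached in at least 60% of replicates, without over 20% cell loss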;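 further: in these data hits start at about 27%; measured in HUVEC primary endothelial cells; signal is the percent of cells scored E-selectin positive by PE staining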
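System: HUVEC, human umbilical vein endothelial cells; quantity: 3,000 cells/well; buffer or medium: EGM-2 medium, gelatin-coated wells; dosing: single-point compound dose; detection: immunofluorescence imaging; evaluation: % PE-positive cells; benchmarks: TNF-alpha, DMSO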
esBAF inh: inhibitors of esBAF chromatin remodeling in mouse ES cells; 2% of 350,000 active; AID 602393; Bmi1-luciferase knock-in reporter, 24 h; 100% = twice the neutral-well signal; reporter increase, % at 12.5 µM; in the data active means activation above about 40%;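 further: 0% = median of the plate's neutral control wells and 100% = double that signal; a rise in the Bmi1 reporter signal indicates esBAF inhibition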
S100A4 MyoIIA: inhibitors of human S100A4 binding to myosin IIA peptide. S100A4/TAMRA-MyoIIA peptide fluorescence polarization. inhibition, % at 10.7 µM. 0.14% of 360,000 active;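 active means mean inhibition of at least 70% across replicates, with every replicate also reaching that level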
Target sequence (P26447 whole entry, looked up): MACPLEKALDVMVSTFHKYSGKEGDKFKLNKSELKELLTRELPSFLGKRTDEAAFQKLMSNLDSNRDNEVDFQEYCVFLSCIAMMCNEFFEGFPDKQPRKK
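Material: S100A4 monomer (human). Medium: Calcium-containing HEPES buffer, pH 7.2. Probe or stimulus: labelled myosin peptide probe, 5 nM. Compound dosing: one concentration per compound. Timing: polarization read 5 min after assay mix addition, stable 5–60 min. Benchmarks: DMSO as neutral control, TFP as positive control.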
RAD54 branch: inhibitors of human RAD54 branch migration. AID 602329. 0.14% of 360,000 active. inhibition, % at 10.4 µM. RAD54 Holliday junction branch migration, FAM/BHQ fluorescence. Q92698;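 active means mean normalized replicate activity at least 40 and at least half of replicates scoring 40 or more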;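 further: 0% = median of neutral control wells and 100% = median of positive control wells; inhibitors cause a drop in the FAM fluorescence signal; in these data hits start at about 50%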
Xi reactivation: X-chromosome reactivation activator; XiGFP mouse fibroblasts, % GFP-positive cells imaging, 3 d; cells co-treated with 5-aza-dC sensitizer; scaled so ellipticine positive control = 100%; activation, % at 7.58 µM; 0.055% of 360,000 active;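 active means mean normalized replicate activation at least 10% and every replicate at or above 10%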;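 further: 0% = median of on-plate neutral control wells and 100% = ellipticine 6 µM median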
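Material: SV40-immortalized XiGFP fibroblast cells, line 68-5-11 | Buffer or medium: DMEM containing 5-aza-dC | Dosing: One concentration, pinned | Times: 3 d treatment, 15 min room-temperature fixation | Controls: Ellipticine 6 µM positive control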
ERAP1 HTS inh: ERAP1 (human) enzyme inhibition | Q9NZ08 | recombinant ERAP1, Leu-AMC fluorescence, 60 min | inhibition, % at 10.7 µM | 0.15% of 340,000 active | AID 652197;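 active means mean replicate inhibition of at least 30%, or all replicates individually reaching that 30% level; inactive means mean below 30% and not every replicate reaching it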;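 further: 0% = neutral control wells and 100% = L-leucinethiol positive control wells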
Target sequence (Q9NZ08 whole entry, looked up): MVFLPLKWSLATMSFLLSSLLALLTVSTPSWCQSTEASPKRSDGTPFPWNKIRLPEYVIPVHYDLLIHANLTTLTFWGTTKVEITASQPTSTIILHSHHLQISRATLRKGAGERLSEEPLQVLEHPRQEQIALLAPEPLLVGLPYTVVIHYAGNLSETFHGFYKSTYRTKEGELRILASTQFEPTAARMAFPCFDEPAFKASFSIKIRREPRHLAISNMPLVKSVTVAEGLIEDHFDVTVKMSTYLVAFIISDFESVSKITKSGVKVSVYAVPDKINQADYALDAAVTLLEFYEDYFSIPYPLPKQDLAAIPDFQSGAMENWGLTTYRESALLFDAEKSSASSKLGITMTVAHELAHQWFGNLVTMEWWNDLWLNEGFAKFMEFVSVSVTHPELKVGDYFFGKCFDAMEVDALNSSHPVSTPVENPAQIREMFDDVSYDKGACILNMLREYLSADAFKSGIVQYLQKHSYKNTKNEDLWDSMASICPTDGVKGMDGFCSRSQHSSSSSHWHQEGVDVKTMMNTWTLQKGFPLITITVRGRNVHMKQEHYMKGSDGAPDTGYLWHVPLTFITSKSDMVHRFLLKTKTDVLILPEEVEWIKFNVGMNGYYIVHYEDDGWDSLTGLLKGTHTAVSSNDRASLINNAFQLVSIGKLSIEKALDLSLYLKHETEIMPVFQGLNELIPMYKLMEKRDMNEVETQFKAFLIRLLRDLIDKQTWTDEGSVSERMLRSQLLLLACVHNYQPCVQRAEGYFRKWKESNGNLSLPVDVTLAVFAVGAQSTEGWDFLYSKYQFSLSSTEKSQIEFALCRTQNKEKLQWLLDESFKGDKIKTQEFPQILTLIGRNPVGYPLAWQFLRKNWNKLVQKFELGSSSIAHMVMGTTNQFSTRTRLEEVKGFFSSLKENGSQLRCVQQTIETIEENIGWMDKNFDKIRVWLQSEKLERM
RAD52 inh: blocks human RAD52 DNA annealing | 0.46% of 360,000 active | inhibition, % at 18.7 µM | recombinant RAD52 DNA annealing, FRET fluorescence | P43351;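 active means every replicate showing at least 50% inhibition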
* hit, by the source's call; . = not tested or not shown; & = joins results of further samples.

Results follow in this order: ERp5 block	S100A4 MyoIIA	E-sel inducer	ERAP1 HTS inh	RAD52 inh	esBAF inh	Xi reactivation	RAD54 branch
- NC(=O)Cn1c(=O)n(C2CCCCC2)c(=O)c2c3c(sc21)CCCCC3
→ -2.3	-2.9	1.7	-2.7	-6.5	-7.0	0.0	.
- COC(=O)c1ccccc1NC(=O)CCS(=O)(=O)c1cc2c(cc1C)NC(=O)CO2
→ -13.3	-1.6	.	2.8	-13.5	-7.2	-0.1	-2.2
- CC(C)(C)NC(=O)CSc1nnc(NC(=O)c2ccccc2Cl)s1
→ -7.7	-1.9	3.4	0.6	-6.2	.	0.0	.
- CC1CCC(NC(=O)CSc2nnnn2C)CC1 (configuration not stated)
→ 7.1	-1.4	.	-3.8	-14.1	13.6	0.1	1.5
- CCS(=O)(=O)N1CCC(C(=O)Oc2ccccc2OC)CC1
→ 1.5	-0.1	-0.2	-2.3	-18.6	-3.9	0.2	-4.4
- Cc1ccc(S(=O)(=O)N[C@H]2C=C[C@H](CC(=O)NCc3ccncn3)O[C@@H]2CO)cc1
→ 1.8	11.0	-0.2	-2.1	-14.1	0.2	-0.5	6.6
- CNC(=O)Nc1cc(NC(=O)NC)cc(C(F)(F)F)c1
→ 5.4	-20.7	0.0	-4.4	-18.4	.	0.0	6.2
- C[C@@H]1CN([C@@H](C)CO)C(=O)CCCn2cc(nn2)CO[C@@H]1CN(C)Cc1ccccc1C(=O)O
→ 1.7	6.0	-0.1	-0.4	-3.2	-3.0	-0.1	-0.5
- CCOC(=O)C1=C(O)CCn2c1nc1ccccc12
→ 5.8	0.7	.	2.7	-11.1	-0.2	.	-6.8
- O=[N+]([O-])c1ccc(Nc2ccccc2)c2nonc12
→ 1.8	-29.4	-1.5	5.6	-48.5	-2.9	0.0	-18.0
- O=C(N/N=C/c1cc2c(cc1Cl)OCO2)c1ccccn1
→ -1.3	3.2	.	8.3	0.8	.	.	.
- Cc1cccc(C)c1NC(=O)CNC(=O)c1cn(-c2ccccc2)nc1-c1ccccc1
→ 2.0	-1.3	0.2	-3.3	-6.1	4.7	0.2	-5.3
- COc1cc(NS(=O)(=O)c2ccc(NC(=S)NC(=O)C(C)(C)C)cc2)nc(OC)n1
→ 3.9	-3.1	.	-4.0	2.0	-2.9	.	2.5
- COc1ccc(Cn2c(C)nnc2-c2cnn(C)c2N)cc1OC
→ 4.2	-6.6	8.1	3.8	-9.4	.	0.0	.
- CN1c2ccc(-c3ccc(C#N)cc3)cc2[C@@H]2[C@@H](CCN2C(=O)CC2CC2)[C@@H]1CO
→ 0.3	-5.9	-0.1	-19.7	-4.9	-6.3	0.1	2.3
- Cc1ccc(C(=O)OCC(=O)NC2CCCCC2)o1
→ 11.0	7.8	.	4.2	-18.1	-4.4	0.2	5.8
- NC(=O)c1cc2ccccc2o/c1=N\NC(=O)c1ccc(F)cc1
→ 2.6	-0.6	-0.1	-1.9	-10.8	4.6	0.0	10.7
- NC(=NC(=O)c1ccccc1)N1N=CCC1c1ccccc1 (configuration not stated)
→ 8.5	-4.8	.	0.7	-3.3	.	0.0	.
- Cc1noc(C)c1C(=O)Nc1ccc2ccccc2c1
→ 1.1	-2.6	-0.7	3.8	-4.9	-0.8	-0.1	-3.5
- CC1=NOC(=O)/C1=C\c1ccc2c(c1)OCO2
→ 1.1	3.4	.	-0.5	-119.5	.	0.0	.
- Cc1noc(C)c1NC(=O)N(C)C[C@@H]1Oc2c(cccc2N(C)C)C(=O)N([C@H](C)CO)C[C@@H]1C
→ 4.0	5.2	-0.1	-0.3	16.1	-4.9	0.0	-14.5
- Cn1cnnc1SCCOc1ccc(Cl)cc1
→ -3.2	6.1	.	8.3	-1.1	.	0.4	.
- NNC(=O)c1ccc(-c2cccc([N+](=O)[O-])c2)o1
→ 0.4	-1.7	.	-1.5	2.7	.	0.0	.
- COCC(C)n1c(-c2ccc3c(c2)NC(=O)CO3)csc1=Nc1ccc(OC(F)F)cc1 (configuration not stated)
→ -11.3&5.3	1.3&1.5	1.0	-0.5&5.2	-1.9&-7.7	9.4	0.0	7.7
- CCOc1ccc(S(=O)(=O)N2CCCC(C(=O)Nc3cc(C)cc(C)c3)C2)cc1 (configuration not stated)
→ 6.1	22.3	-0.1	-6.2	-8.1	6.5	-0.1	-1.7
- COc1ccc(NC(=O)CN(C)C(=O)C23CC4CC(CC(C4)C2)C3)cc1
→ -15.4	-3.8	-2.6	-3.6	-4.5	.	0.3	-5.5
- CCC(C)c1ccccc1N1CC(C(=O)N(C)CC(=O)Nc2cccc(F)c2)CC1=O (configuration not stated)
→ -4.9	-0.8	0.0	4.3	3.9	6.5	0.5	7.7
- CCOC(=O)N1CCN(C(=O)C[C@@H]2C[C@@]3(C(=O)OCC)CCCC=C3N(Cc3ccco3)C2=O)CC1
→ 2.0	-6.2	.	0.8	-5.2	.	0.2	.
- CCCN1C[C@@H](C)[C@@H](OC)CN(C)C(=O)c2cc(NC(=O)CC(F)(F)F)ccc2OC[C@H]1C
→ 5.1	-32.9	0.1	-1.8	-7.2	.	-0.1	.
- COC(=O)C[C@@H]1C[C@@H]2c3cc(NC(=O)C4CCOCC4)ccc3O[C@@H]2[C@@H](CO)O1
→ -5.2	4.0	0.1	-3.8	4.8	-2.9	0.0	-9.3
- CCc1noc(C)c1C(=O)N1CCN(S(=O)(=O)c2ccc(Cl)cc2)CC1
→ -7.1	1.3	-0.2	0.3	-14.5	-2.9	0.4	-1.0
- COC(=O)C1=C(C)N(Cc2ccc(C(F)(F)F)cc2)C(=NCc2ccc(C(F)(F)F)cc2)NC1c1cccc(C(F)(F)F)c1 (configuration not stated)
→ -3.7	-12.5	0.2	-3.7	-16.5	.	-0.1	.
- O=C(CN1C(=O)c2ccccc2S1(=O)=O)c1ccc(O)c(O)c1
→ 0.8	-0.1	1.0	3.0	-10.3	.	0.0	0.9
- CC(=O)Nc1nc2c(F)cccc2s1
→ -1.1	3.0	0.9	0.8	0.9	-0.1	-0.1	-3.1
- COc1ccccc1NC(=S)N(CCc1nc2cc(C)c(C)cc2[nH]1)Cc1cccnc1
→ -1.4	-7.6	.	-1.8	-1.6	10.4	.	-4.3
- Cn1c(=O)c2[nH]c(=O)cnc2n(C)c1=S
→ 4.8	-15.1	.	-0.8	-66.9	.	0.0	.
- CC(=O)C1=C(C)NC(SCC(=O)c2ccc(Cl)c(Cl)c2)=C(C#N)C1c1ccco1 (configuration not stated)
→ 2.2	2.1	.	-1.2	-86.7	-4.0	.	-4.4
- Cc1cc(C(=O)NNC(=O)COc2c(C)cc(Br)cc2C)n[nH]1
→ 2.8	1.0	-0.2	-3.7	-0.7	1.5	-0.1	-5.4
- CC(C)n1c(=O)c2ccccc2n1Cc1cn(Cc2cccnc2)nn1
→ 0.1	-6.9	-0.1	3.4	-11.2	-1.2	-0.1	2.0
- COc1ccccc1N1C(=O)CSC1=S
→ 3.3	-7.5	.	4.3	-28.6	-6.6	0.2	1.2
- CCN(CC)CCCNC(=O)c1ccc(C)c(NC(=O)C2=C(C)OCCS2)c1
→ 2.0	2.1	1.7	1.5	-4.0	-5.1	0.0	12.9
- CC(C(=O)Nc1ccc(S(=O)(=O)N2CCCC2)cc1)N(C)CC(=O)Nc1cccc(F)c1 (configuration not stated)
→ -1.3	0.0	1.1	-3.2	-5.5	-4.7	0.2	-3.8
- CCCN(CC(=O)Nc1ccccc1C)C(=O)c1ccc(C2SCCS2)cc1
→ 5.7	-8.4	.	-2.2	-5.0	0.3	0.0	6.2
- Cc1cccn2c(=O)nc(SCC(=O)Nc3ccc4c(c3)OCCO4)nc12
→ -5.6	3.9	23.4	3.1	-7.8	2.1	0.4	6.1
- C[C@H]1CN([C@@H](C)CO)C(=O)Cc2cc(NC(=O)Nc3ccccc3)ccc2O[C@@H]1CN(C)S(=O)(=O)c1ccccc1
→ 0.7	-4.2	0.2	-2.7	5.6	-6.7	-0.1	0.5
- Brc1cnc2nc(SC/C=C/c3ccccc3)[nH]c2c1
→ -1.6	-2.1	0.1	4.4	-10.2	.	0.0	-2.1
- Cc1cccn2cc(CCNC(=O)Cc3cccs3)nc12
→ -2.0	-2.4	0.0	-2.2	-8.7	0.8	-0.1	-8.4
- COc1ccccc1CNC(=O)C1CCN(S(=O)(=O)c2ccc(N3CCCC3=O)cc2)CC1
→ -0.9	41.8	.	-1.8	-2.0	2.6	0.0	-1.9
- COc1ccc(NC(=O)NC(C)c2ccc3c(c2)OCO3)cc1OC (configuration not stated)
→ 6.2	-1.5	0.0	1.8	0.9	-3.3	-0.1	3.6
- O=C(O)CN(c1cccc(C(F)(F)F)c1)S(=O)(=O)c1ccccc1
→ 2.2	-0.2	.	2.2	-0.2	.	0.0	.

2 entries from above, as labelled records:
Structure: C[C@H]1CN([C@@H](C)CO)C(=O)Cc2cc(NC(=O)Nc3ccccc3)ccc2O[C@@H]1CN(C)S(=O)(=O)c1ccccc1
  ERp5 block: 0.7; S100A4 MyoIIA: -4.2; E-sel inducer: 0.2; ERAP1 HTS inh: -2.7; RAD52 inh: 5.6; esBAF inh: -6.7; Xi reactivation: -0.1; RAD54 branch: 0.5
Structure: CCCN(CC(=O)Nc1ccccc1C)C(=O)c1ccc(C2SCCS2)cc1
  ERp5 block: 5.7; S100A4 MyoIIA: -8.4; E-sel inducer: .; ERAP1 HTS inh: -2.2; RAD52 inh: -5.0; esBAF inh: 0.3; Xi reactivation: 0.0; RAD54 branch: 6.2

(more compounds)
Results follow in this order: ERp5 block	S100A4 MyoIIA	E-sel inducer	ERAP1 HTS inh	RAD52 inh	esBAF inh	Xi reactivation	RAD54 branch
- CCCS(=O)(=O)NC(=O)C1(C)CCCN(C(=O)CSc2ccccc2)C1 (configuration not stated)
→ -3.9	-8.6	-0.3	18.6	-16.8	-0.8	0.1	-4.5
- Cc1ccc(NC(=O)CN(C)C(=O)C(C)OC(=O)CNC(=O)c2ccc(Cl)c([N+](=O)[O-])c2)cc1 (configuration not stated)
→ -0.6	0.3	0.0	0.3	-4.4	-1.2	-0.1	-5.2
- COc1ccc(C(=O)COC(=O)C(C)N2C(=O)C3C4CCC(C4)C3C2=O)cc1 (configuration not stated)
→ -4.7	-3.9	.	1.2	-5.2	6.5	0.0	-0.9
- CCC(C)NC(=O)[C@@H]1CCCN1C(=O)C1CCN(S(=O)(=O)c2ccc(C)cc2)CC1 (some centres not stated)
→ 2.3	3.9	.	-3.5	-11.0	2.2	0.0	5.3
- COc1ccc(C(=O)NCCc2ccccc2F)cc1OC1CCN(C(C)=O)CC1
→ 0.9	3.9	-0.1	-5.2	-10.9	.	-0.1	-1.2
- C[C@@H]1CN([C@@H](C)CO)C(=O)c2cc(C#CC3(O)CCCC3)cnc2O[C@@H]1CN(C)C(=O)Cc1cccnc1
→ 7.9	-19.7	0.3	-3.7	0.6	-1.4	-1.4	-27.2
- C[C@@H]1CCCCO[C@H](CN(C)Cc2ccc(C(=O)O)cc2)[C@H](C)CN([C@H](C)CO)C(=O)c2cc(NC(=O)NC3CCCCC3)ccc2O1
→ 4.2	2.0	0.0	0.7	16.2	-3.5	0.0	0.8
- COc1cccc(C2C(=O)N(C3CCCCC3)CC(=O)N2Cc2ccc(F)cc2)c1 (configuration not stated)
→ 2.4	4.1	.	-0.4	-8.5	-7.7	.	-1.1
- COc1cc(/C=N/NC(=O)c2cccc([N+](=O)[O-])c2)cc(OC)c1O
→ -5.5	5.3	-0.1	-2.6	5.3	.	0.3	.
- CCN=C(NC#N)SCc1c(F)cccc1Cl
→ 4.2	-1.3	-0.1	0.9	-2.8	.	-0.1	-0.8
- COc1cc(OC)cc(-c2sc3ccc(OC)cc3c2C#CCCO)c1
→ 1.3	-0.7	0.1	0.0	-43.9	-12.4	0.0	5.3

High-throughput results from PubChem BioAssay.
